# Assay outcomes (PubChem)
# Rev-erbA mod: modulates human Rev-erb alpha binding to DNA. P20393. Rev-erbα–FITC-DNA binding, fluorescence polarization, 90 min. activity, % at 10 µM. 0.79% of 370,000 active. AID 1259318;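 active = activity above about 14%, limit read from the data; passing the limit was not always enough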;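 note: 0% = DMSO wells with 35 nM protein and 100% = DMSO wells with 750 nM protein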
# SIAE primary: blocks human sialic acid acetylesterase. SIAE FP-Rh probe binding, fluorescence polarization. inhibition, % at 9.66 µM. 0.69% of 370,000 active. AID 1053197;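 active = inhibition above a cutoff: mean of compounds within the control limits plus 3 SD of those, cut at about 17% in these data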;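 note: 0% = plate median of compound wells and 100% = probe without SIAE protein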
# Target sequence (Q9HAT2 whole entry, looked up): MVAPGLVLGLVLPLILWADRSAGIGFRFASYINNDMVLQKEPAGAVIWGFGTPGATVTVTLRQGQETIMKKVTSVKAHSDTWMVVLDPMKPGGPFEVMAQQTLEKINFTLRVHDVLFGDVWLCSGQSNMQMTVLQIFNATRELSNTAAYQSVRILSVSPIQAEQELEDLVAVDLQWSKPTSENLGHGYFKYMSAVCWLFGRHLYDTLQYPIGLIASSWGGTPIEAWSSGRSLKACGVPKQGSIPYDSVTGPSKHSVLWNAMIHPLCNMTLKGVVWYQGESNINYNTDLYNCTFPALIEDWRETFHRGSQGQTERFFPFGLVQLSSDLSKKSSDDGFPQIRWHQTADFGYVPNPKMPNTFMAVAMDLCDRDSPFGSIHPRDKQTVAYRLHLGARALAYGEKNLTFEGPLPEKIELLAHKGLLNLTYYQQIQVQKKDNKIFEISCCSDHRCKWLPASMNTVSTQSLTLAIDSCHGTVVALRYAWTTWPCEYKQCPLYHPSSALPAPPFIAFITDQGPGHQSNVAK
# LEDGF integ inh: blocks HIV-1 LEDGF/p75-dependent DNA integration | TR-FRET IN-LEDGF/p75 DNA integration, Eu/Cy5 | inhibition, % at 3.7 µM | 0.64% of 370,000 active;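 active = inhibition above the screen-wide mean plus 3 SD, cut at about 13% in these data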;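 note: signal is the Cy5 over europium emission ratio at 671 and 618 nm; 0% = plate median of compound wells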
# PRMT1 inh: blocks human protein arginine methyltransferase 1. Q99873. recombinant PRMT1, activity-based probe fluorescence polarization. inhibition, % at 2.79 µM. 1.3% of 370,000 active;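 active = inhibition above about 21% made by adding two undisclosed values, limit read from the data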
# TCR CD3 inh: inhibitors of human TCR-CD3 interaction; TAMRA-labeled TCR probe fluorescence, biochemical; 0.37% of 360,000 active; inhibition, % at 9.4 µM; in the data active = inhibition above about 19%;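 note: recombinant mutant TCR 2C K166C tagged with TAMRA read by polarization; 0% = receptor in buffer alone and 100% = receptor with positive control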
# mABHD4 FP: inhibits mouse alpha/beta hydrolase domain 4 | inhibition, % at 8.92 µM | purified mABHD4, FP-Rh probe fluorescence polarization | 0.54% of 370,000 active | AID 720543;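 active = inhibition exceeding the mean over every tested compound plus 3 SD, cut at about 30% in these data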;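 note: 0% = plate median of compound wells and 100% = S159A mutant with DMSO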
# Target sequence (Q8VD66 whole entry, looked up, the tested form may be a part): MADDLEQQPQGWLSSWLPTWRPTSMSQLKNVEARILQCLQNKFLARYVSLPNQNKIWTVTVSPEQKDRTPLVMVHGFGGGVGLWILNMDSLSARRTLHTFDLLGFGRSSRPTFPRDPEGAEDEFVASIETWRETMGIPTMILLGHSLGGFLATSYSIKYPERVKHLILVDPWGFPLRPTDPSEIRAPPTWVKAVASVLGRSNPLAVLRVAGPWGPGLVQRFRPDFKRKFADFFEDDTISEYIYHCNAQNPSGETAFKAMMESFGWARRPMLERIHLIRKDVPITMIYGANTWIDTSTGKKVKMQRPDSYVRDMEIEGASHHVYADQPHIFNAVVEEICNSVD
#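 Assay system: mouse ABHD4 enzyme, wild type / Also added: fluorescent activity-based probe FP-Rh / Doses: single nominal dose of 8.92 µM, 0.89% DMSO final / Timing: 45 min compound pre-incubation plus 60 min probe step, 25 °C / Signal: FP readout, ex 525 nm / em 598 nm / Control set: S159A mutant/DMSO as 100%, compound-well median as 0%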
# rCAG RNA binder: binds r(CAG) RNA repeats; r(CAG) RNA repeat, TO-PRO-1 dye displacement fluorescence; inhibition, % at 3 µM; 1.3% of 370,000 active;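 active = inhibition above the plate cutoff, the mean of all test compounds on that plate plus 3 SD, cut at about 35% in these data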;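 note: 0% = DMSO alone and 100% = 100 µM mitoxantrone as full dye displacement; higher means more dye released from RNA so lower well fluorescence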
# PG9 Ab binder: PG9 antibody binding by small molecule; AID 624416; inhibition, % at 6.7 µM; TR-FRET gp120-PG9 antibody binding; 0.43% of 360,000 active; in the data active = inhibition above about 8.5%
# TDP2 inh: blocks human TDP2 phosphodiesterase activity; recombinant TDP2, T5PNP hydrolysis, p-nitrophenol absorbance 415 nm; inhibition, % at 12.8 µM; 0.34% of 370,000 active; AID 720702;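 active = inhibition above the mean of all tested compounds plus 3 SD, set per campaign, cut at about 25% in these data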;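 note: 0% = DMSO with enzyme and 100% = buffer with substrate but no TDP2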
#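 System: recombinant human TDP2 / Amount: 120 nM TDP2 per well / Also added: 5 mM T5PNP chromogenic substrate / Doses: 12.8 µM single point, 1% DMSO / Incubation: 2 h at 37 °C / Detection: p-Nitrophenol epi absorbance / Evaluation: % inhibition relative to enzyme-containing and enzyme-free wells / Repeats: singlicate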
# HTRA1 inhibitor: inhibitors of human serine peptidase HTRA1 | Q92743 | recombinant HTRA1, FP-rhodamine activity-based probe, fluorescence polarization | inhibition, % at 5.96 µM | 0.5% of 340,000 active; in the data active = inhibition above about 36%;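 note: 0% = enzyme with DMSO and 100% = wells lacking enzyme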
# Active calls of the source: *; . = not tested or not shown. Only part of the results is shown; count on the stated rates, not on these rows.
SMILES,Rev-erbA mod,SIAE primary,LEDGF integ inh,PRMT1 inh,TCR CD3 inh,mABHD4 FP,rCAG RNA binder,PG9 Ab binder,TDP2 inh,HTRA1 inhibitor
O=C(CSc1n[nH]c(-c2cccnc2)n1)Nc1ccc([N+](=O)[O-])cc1,-5,-3,1,2,3,-1,3,-1.4,2,-6
O=C(CNCc1ccccn1)Nc1cc(C(F)(F)F)ccc1N1CCOCC1,-5,-4,7,-1,-3,14,-7,-0.6,0,15
O=C(N/N=C/c1[nH]c2ccccc2c1Cl)c1cccc(Br)c1,4,-12,4,-1,-3,-30,5,0.6,7,.
Cc1ccc(Nc2cc(C)nc3ncnn23)cc1,1,-5,-1,-3,2,-1,-4,-0.8,5,9
CCCNC(=O)c1ccc(N2CCC3(CC2)CC(c2cccc(Br)c2)=NO3)c(NC(=O)c2c(Cl)cccc2Cl)c1,5,-6,2,-3,2,-1,13,0.4,6,-22
NS(=O)(=O)c1ccc(Nc2nc(-c3ccc(O)cc3)cs2)cc1,-2,-9,-2,-1,0,7,8,-2.3,1,9
CCOC(=O)/C=C/C(=O)OCc1csc(CC(=O)Nc2ccccc2C)n1,-2,-2,-3,0,3,30*,1,-0.4,-11,-7
CCOc1cc(NC(=O)c2ccccn2)c(OCC)cc1NC(=O)c1ccc(OC)cc1,4,14,-1,-2,-4,2,1,-1.7,10,5
O=C(Cc1ccc(NC(=O)C2CCN(C(=O)C3CCC3)CC2)cc1)Nc1cccc(C(=O)N2CCCC2)c1,2,-4,1,0,-1,0,1,-0.2,4,4
CCCCCCNC(=O)CCNC(=O)c1cc(OC)c(OC)c(OC)c1,-1,-4,4,3,-6,-16,-6,2.0,-6,3
Cc1ccc(C)c(OCCC(=O)OCC(=O)NC2CC2)c1,0,-8,-1,3,-1,-2,-6,3.2,-2,-6
CCCCNC(=O)CSc1nc2cc3c(cc2c(=O)n1Cc1ccco1)OCO3,3,4,0,2,-6,-2,-3,-1.9,-1,6
CCCOc1cccc(-c2cc(C(=O)NN)c3ccccc3n2)c1,5,-15,1,-2,2,0,7,-0.4,-9,2
CC1(C(=O)NC2CCCC2)CCC(=O)N1CCC1=CCCCC1 (stereo not given),6,2,2,-1,-1,2,-9,1.4,0,7
O=C(Nc1ccccc1Cl)OCC#CCOC(=O)Nc1ccccc1Cl,2,-3,-1,3,-1,-1,0,-1.2,-9,-1
Fc1cccc(F)c1/C=N/N1CCOCC1,3,7,1,-10,0,0,-2,-0.6,-14,-2
C[C@@H]1CN([C@@H](C)CO)C(=O)c2cc(NC(=O)CCC(F)(F)F)ccc2O[C@H]1CN(C)Cc1ccc(Cl)c(Cl)c1,-1,-4,-4,7,-7,-21,4,-3.0,-2,-21
COc1ccc(OC)c(NC(=O)C2(C)CCN2C(=O)Cc2ccccc2)c1 (stereo not given),-4,-2,-3,3,2,3,3,-1.4,-6,.
Cc1ccc([C@H]2N[C@]3(CCCN(Cc4ccco4)C3=O)[C@H]3C(=O)N(Cc4ccccc4)C(=O)[C@@H]23)cc1,-2,-2,2,-1,1,0,4,0.7,-5,-8
N#CCSc1nc2c(c(=O)n1Cc1ccco1)C1(CCCC1)Cc1ccccc1-2,1,1,-4,0,-1,-30,10,-0.8,0,-28
CC(N=c1ccccn1C(=O)Nc1cccc(C(F)(F)F)c1)c1ccco1 (stereo not given),3,0,1,-1,4,-4,-5,-0.2,-2,-3
COc1ccc(-c2c(-c3cc(OC)cc(OC)c3)n(C)c3ccc(Br)cc23)cc1,0,5,2,-2,-2,5,3,3.6,11,-1
Cc1nc([N+](=O)[O-])cn1CC(O)c1ccccc1 (stereo not given),9,1,1,0,-3,9,-1,-2.4,0,.
O=C1C(Br)=Cc2cccc3cccc1c23,8,-3,-4,13,5,15,-8,-17,4,15
CCCCN1C(=O)C(CC(=O)NCCCN(C)C)CC(C(=O)N(CC)CC)=C1C (stereo not given),-4,-4,9,-8,9,1,4,1.2,0,-2

# (more compounds)
SMILES,Rev-erbA mod,SIAE primary,LEDGF integ inh,PRMT1 inh,TCR CD3 inh,mABHD4 FP,rCAG RNA binder,PG9 Ab binder,TDP2 inh,HTRA1 inhibitor
CC(C)CNC(=O)c1cccc2c(-c3cccc(C(N)=O)c3)coc12,-1,-3,1,-3,-1,-4,5,0.7,7,.
CNC(=S)N1CCN(c2ccccc2OC)CC1,3,6,0,0,3,-1,-1,1.0,5,-12
OC(CN1C2=NCCCN2c2ccccc21)c1ccc2c(c1)OCO2 (stereo not given),-2,1,2,2,-1,2,2,-0.7,3,7
COc1cc(OC)cc(C(=O)N[C@H](C(=O)OCC(=O)NC(=O)c2cccn2C)C(C)C)c1,3,-3,0,3,0,0,2,0.1,1,-1
Cc1c2cnn(CC(=O)NCCCN3CC(C)CC(C)C3)c(=O)c2c(C)n1Cc1ccccc1Cl (stereo not given),0,6,1,-4,12,-1,-1,-1.1,0,20
COc1cc(NC(=O)c2ccc(Br)o2)c(C(=O)O)cc1OC,-2,-7,1,0,0,-2,8,-2.5,-13,-2
O=S1(=O)N[C@H](Cc2ccccc2)COc2cccc(F)c21,-4,0,-1,3,2,2,3,-0.2,0,.
CCn1cc(/C=C(/C#N)S(=O)(=O)c2ccccc2)cn1,-3,-6,-3,-3,-2,-2,0,0.1,5,4
O=C(CS(=O)(=O)c1cn(Cc2cccc(F)c2)c2ccccc12)N1CCOCC1,2,-4,1,0,-2,5,-2,2.3,4,-11
Nc1nc(NC2CCCC2)cc(=O)[nH]1,16,6,2,-4,2,8,2,0.4,-1,10
COc1ccc(Cl)cc1NC(=O)CN(C)CC(=O)Nc1ccc(S(N)(=O)=O)cc1,0,-11,-1,0,4,-2,5,-0.1,-1,2
CSC1=NCCN1C(=O)c1cccs1,13,5,5,-1,-6,-6,3,2.2,0,-3
C=CCNC(=O)COc1ccc(Br)cc1Cl,2,-2,0,0,-1,-3,-7,0.5,2,-5
O=C(COC(=O)c1ccc[nH]c1=O)Nc1ccc(N2CCCCC2)cc1,-3,2,3,-4,0,-5,4,3.3,-20,4
c1ccc(-c2nc(-c3cccnc3)n[nH]2)cc1,-4,-3,-4,-2,4,-6,1,1.3,0,.
COc1ccc(CCN2CC(C(=O)NCCCc3ccncc3)CCC2=O)cc1 (stereo not given),4,8,-1,1,-2,1,0,0.6,-3,-2
CCOC(=O)c1ccc(NC(=S)NCCc2ccccc2)cc1,3,-14,0,-3,2,-52,4,-1.4,-17,-29
O=S(=O)(Nc1nc2ccccc2nc1N1CCc2ccccc2C1)c1ccc(Br)cc1,4,-8,1,1,-1,-19,13,1.6,-7,3
Cc1ccc2c(CC(=O)N(CC3CCCO3)c3c(N)n(Cc4ccccc4)c(=O)[nH]c3=O)coc2c1 (stereo not given),6,6,2,1,1,4,0,-1.2,-2,1
COc1ccc(C2CC(c3ccccc3Br)=NN2c2ccc(S(N)(=O)=O)cc2)cc1 (stereo not given),-6,2,-1,-1,3,-34,13,-0.8,-1,-25
COC(=O)c1ccc2nc(-c3ccc(OC)c(OC)c3)c(Cc3ccccc3)n2c1,1,1,-2,-2,-2,-12,10,1.9,-5,.
Cc1ccc(OCC(=O)Nc2cc(S(=O)(=O)N3CCOCC3)ccc2N2CCCC2)cc1,3,4,2,-1,6,-3,-2,-1.6,4,-4
COc1ccc(-n2ncc3c(NCC(C)C)ncnc32)cc1,4,-1,3,1,-2,-9,-4,0.6,3,-3
CC(NC(=O)C1C2C=CC(C2)C1C(=O)O)c1ccccc1 (stereo not given),-4,0,2,1,2,-2,0,-0.5,-7,7
Cc1ccc(C)c(C2NC(=O)c3ccccc3N2)c1 (stereo not given),2,2,-3,-1,-6,3,1,0.8,14,5

# Five entries from above in another layout:
structure	Rev-erbA mod	SIAE primary	LEDGF integ inh	PRMT1 inh	TCR CD3 inh	mABHD4 FP	rCAG RNA binder	PG9 Ab binder	TDP2 inh	HTRA1 inhibitor
c1ccc(-c2nc(-c3cccnc3)n[nH]2)cc1	-4	-3	-4	-2	4	-6	1	1.3	0	.
COc1ccc(CCN2CC(C(=O)NCCCc3ccncc3)CCC2=O)cc1 (stereo not given)	4	8	-1	1	-2	1	0	0.6	-3	-2
CCOC(=O)c1ccc(NC(=S)NCCc2ccccc2)cc1	3	-14	0	-3	2	-52	4	-1.4	-17	-29
O=S(=O)(Nc1nc2ccccc2nc1N1CCc2ccccc2C1)c1ccc(Br)cc1	4	-8	1	1	-1	-19	13	1.6	-7	3
Cc1ccc2c(CC(=O)N(CC3CCCO3)c3c(N)n(Cc4ccccc4)c(=O)[nH]c3=O)coc2c1 (stereo not given)	6	6	2	1	1	4	0	-1.2	-2	1

# (cont.)
SMILES,Rev-erbA mod,SIAE primary,LEDGF integ inh,PRMT1 inh,TCR CD3 inh,mABHD4 FP,rCAG RNA binder,PG9 Ab binder,TDP2 inh,HTRA1 inhibitor
CCn1c(=O)cc(OCC(=O)N2CCCC2)c2ccccc21,5,0,-4,2,0,-4,1,-2.1,-5,10
COCCNC(=S)Nc1ccc(N2CCOCC2)c(S(=O)(=O)Nc2ccccc2OC)c1,11,2,-1,4,0,-6,7,0.4,1,-13
CCOC(=O)c1cc(NC(=O)c2ccc(C)cc2)c(=O)oc1-c1ccccc1,-1,7,1,-1,7,4,-1,0.4,7,-1
CN(Cc1ccccc1)C(=O)c1cccc(NC(=O)Cc2ccc(NC(=O)C3CCCN(C(=O)c4ccccc4)C3)cc2)c1 (stereo not given),-4,-8,2,-2,2,-14,5,-1.7,-7,-9
CCCCOCCCNC(=O)C[C@H]1C[C@@]2(C(=O)OC)C(=C[C@H](C(C)(C)C)O[C@@H]2C)N(Cc2ccccc2)C1=O,-2,-4,-3,-1,-1,-2,0,-0.8,-6,.
Cc1nc(C(=O)NNC(=O)Nc2ccccc2)cs1,4,-2,-3,1,-2,-4,0,0.2,1,.
Cc1csc(NC(=O)c2cc3c(s2)CCCC3)n1,6,-11,-1,0,0,9,5,-1.2,-1,-22
COCCn1cnnc1SCC(=O)Nc1cc(OC)c([N+](=O)[O-])cc1C,0,4,1,-3,2,0,1,-2.3,9,-4
Cc1oc(-c2ccc(F)cc2F)nc1CN1CCN(C(=O)c2ccco2)CC1,-4,1,-2,1,-4,4,5,1.1,-5,3
CCOC(=O)N(C)c1c(CC)nc2c(OCc3ccc(C(F)(F)F)cc3)cccn12,-3,-5,-2,7,-6,-3,-3,-0.7,2,.
COc1cc2c(cc1OC)C(C(=O)N1CCN(c3ccccc3)CC1)C(c1cccs1)N(C)C2=O (stereo not given),-4,-1,-1,0,4,6,1,-0.6,4,1
CCc1ccccc1NC(=O)c1cc(S(=O)(=O)N2CCc3ccccc32)cn1C,0,-5,5,-5,-10,-2,3,-0.2,-20,-4
C[C@@H]1CN([C@H](C)CO)C(=O)CCCn2cc(nn2)CO[C@H]1CN(C)C(=O)c1ccncc1,-1,6,-2,6,-6,3,2,0.6,-6,.
CCN(CC)CCNC(=O)c1ccccn1,0,-3,0,-4,-8,-5,0,0.0,4,2
CCOC(=O)/C=C/C(=O)Nc1ccc(S(=O)(=O)N2CCc3ccccc32)cc1,2,-20,-3,-1,3,-10,19,-2.1,-5,-28
CCc1ccc(NC(=O)Cn2c(=O)n(CCCC(=O)NCc3ccco3)c(=O)c3ccccc32)cc1,-4,4,5,-3,9,-3,3,-1.5,4,1
